High-throughput results as filed in PubChem.
CaV13 ICDI inh = Primary screen for inhibitors of IQ motif and Ca2+-dependent inactivation inhibitor domain binding in CACNA1D, Förster resonance energy transfer in living cells, …; HEK cells, CFP/YFP FRET ICDI-IQ, plate reader, 10 min; percent FRET-ratio fall versus neutral wells; inhibition, % at 12.3 µM; hit rate 0.098% among 340,000; AID 743397;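 active = mean replicate inhibition of at least 30% and at least 1% of replicates passing that level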;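 also: 0% = median of the neutral control wells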
PDI turbidity = blocks human protein disulfide isomerase activity | PDI insulin aggregation turbidity, A650, 90 min | inhibition, % at 10 µM | hit rate 0.052% among 350,000 | AID 588391;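 active = mean inhibition across replicates of 30% or more, whatever share of single replicates reach that level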;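 also: absorbance from insulin aggregation driven by PDI reduction with DTT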
Target sequence (P07237 whole entry, looked up): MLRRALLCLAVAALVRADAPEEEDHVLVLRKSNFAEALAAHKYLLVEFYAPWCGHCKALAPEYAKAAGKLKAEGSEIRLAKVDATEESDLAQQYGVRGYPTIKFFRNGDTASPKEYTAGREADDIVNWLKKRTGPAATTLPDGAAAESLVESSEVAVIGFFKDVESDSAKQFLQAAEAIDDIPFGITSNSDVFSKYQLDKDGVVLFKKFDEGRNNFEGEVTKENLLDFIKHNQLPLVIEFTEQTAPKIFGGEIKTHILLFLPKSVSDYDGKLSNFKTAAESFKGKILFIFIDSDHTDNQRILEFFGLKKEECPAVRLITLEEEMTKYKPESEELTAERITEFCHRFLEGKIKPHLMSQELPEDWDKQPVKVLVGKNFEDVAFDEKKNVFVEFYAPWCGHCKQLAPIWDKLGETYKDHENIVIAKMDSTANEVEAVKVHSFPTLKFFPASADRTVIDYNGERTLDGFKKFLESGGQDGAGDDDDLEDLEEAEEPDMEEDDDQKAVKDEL
iPSC survival up = hiPSC single-cell survival enhancement. ATPlite luminescence; 100% = ROCK inhibitor wells, 0% = DMSO. survival enhancement, % at 20 µM. hit rate 0.044% among 360,000. AID 602274; in the data active = survival enhancement above about 18%;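 also: cells exposed to compounds for 16 hours before the ATP read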
Glyco luc inh = blocks N-linked glycosylation in D54 reporter cells; hit rate 0.23% among 360,000; D54 ERlucT glycosylation luciferase reporter, 24 h; percent of 100 nM tunicamycin response; reporter increase, % at 12.5 µM;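 active = mean luciferase reporter signal, scaled so untreated is 0 and the glycosylation-blocking control 100, at or above a set limit in every replicate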;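 also: luciferase carries N-glycosylation sites so blocking glycosylation raises the light; 0% = median of neutral control wells and 100% = median of 100 nM tunicamycin wells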
Vif imaging = HIV Vif inhibition. AID 602346. HEK293T cells, Vif self-association by quenched fluorescence, imaging, 24 h. hit rate 0.35% among 340,000. inhibition, % at 7.49 µM; in the data active = inhibition above about 50%, passing the limit was not always enough; also: some results filed as inactive read as strong as hits
ABCB6 inh MLPCN = inhibitors of human ABC transporter ABCB6; fluorescence ratio to DMSO, % at 10 µM; Q9NP58; K562-ABCB6 porphyrin accumulation, flow cytometry, 1 h; hits give low values; hit rate 0.19% among 360,000;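 active = fluorescence ratio to DMSO below 75%, the collection mean minus 3 SD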;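 also: signal is porphyrin accumulated inside mitochondria; 100% equals median channel fluorescence of DMSO control wells; lower ratio means ABCB6 inhibition with less porphyrin fluorescence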
Cardio protect = myocardial damage modulation in H9c2 cells. H9c2 cardiomyocytes, H2O2 injury protection, ATPLite, 2 h. protection from H2O2 cell death, % at 20 µM. hit rate 0.63% among 360,000. AID 588492;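 active = compounds giving at least 50% protection of heart cells from peroxide-induced death in the single-dose screen, raw or plate-pattern-corrected value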;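 also: 0% = DMSO wells with peroxide and 100% = DMSO wells without peroxide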
HTR2A ag = activates the mouse 5-HT2A serotonin receptor | P35363 | CHO-K1 mHTR2A beta-arrestin complementation, luminescence; percent of 30 µM serotonin response | activation, % at 7.6 µM | hit rate 0.66% among 360,000 | AID 624169;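 active = activation above a run cutoff, the mean activation of all tested compounds plus 3 SD, cut at about 14% in these data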;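 also: 0% = plate median of compound wells and 100% = 30 µM serotonin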
Target sequence (P35363 whole entry, looked up): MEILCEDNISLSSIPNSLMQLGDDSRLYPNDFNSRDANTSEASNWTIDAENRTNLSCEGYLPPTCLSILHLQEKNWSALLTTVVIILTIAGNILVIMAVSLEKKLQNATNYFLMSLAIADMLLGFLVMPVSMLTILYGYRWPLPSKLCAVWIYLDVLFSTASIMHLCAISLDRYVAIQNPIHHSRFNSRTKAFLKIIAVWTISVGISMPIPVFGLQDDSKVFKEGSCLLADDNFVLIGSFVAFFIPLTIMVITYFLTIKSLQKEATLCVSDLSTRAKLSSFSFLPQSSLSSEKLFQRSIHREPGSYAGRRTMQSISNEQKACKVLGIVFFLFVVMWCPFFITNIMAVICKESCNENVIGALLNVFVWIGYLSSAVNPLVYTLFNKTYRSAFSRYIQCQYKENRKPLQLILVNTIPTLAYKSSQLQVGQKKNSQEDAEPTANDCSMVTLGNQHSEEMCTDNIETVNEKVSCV
Granule exo inh = lytic granule exocytosis inhibition; TALL-104 LAMP-1 surface exposure, flow cytometry; cells stimulated with thapsigargin and PMA; hit rate 0.66% among 360,000; inhibition, % at 10 µM;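 active = inhibition above about 55%, limit read from the data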
aDG glyco up = increases alpha dystroglycan glycosylation; AID 624168; activation, % at 10 µM; hit rate 0.22% among 360,000; Pro5-aDG cells, alpha-DG glycosylation AlphaScreen (IIH6); 0% Pro5, 100% B10-LARGE cell signal;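 active = activation of at least 8% versus controls, or a plate z-score of at least 8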;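 also: Pro5 are CHO cells carrying HIG-tagged alpha-DG that lacks glycosylation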
Starred values were filed as active, the others as inactive; · = not tested or not shown. Rows are unselected; overall some 3.1% were active at least once.

SMILES | CaV13 ICDI inh | PDI turbidity | iPSC survival up | Glyco luc inh | Vif imaging | ABCB6 inh MLPCN | Cardio protect | HTR2A ag | Granule exo inh | aDG glyco up
COC(=O)[C@@]12C[C@@H](CC(=O)N3CCN(C(=O)C4CC4)CC3)C(=O)N(Cc3ccc4c(c3)OCO4)C1=CCC(C)(C)C2 | 0 | · | · | · | · | · | · | 5 | 1 | 0.0
CCC(C)Oc1nc2c(c(=O)n(C)c(=O)n2C)n1C (centres undefined) | -8 | -8 | -0.1 | 1 | -2 | 98 | -4 | 17* | -7 | 0.3
CC(=O)N(C)c1ccc(N=Nc2c(C)[nH]n(-c3ccccc3)c2=O)cc1 | -2 | -5 | -0.3 | 2 | -1 | 96 | 11 | 3 | -9 | -0.2
COC(=O)c1ccc(=O)n(CC(=O)c2ccc(Cl)cc2)c1 | 2 | 8 | 2.2 | 3 | -1 | 97 | -2 | 2 | -3 | 0.0
CC1CCN(CCCOc2ccc(Cl)cc2Br)CC1 | -2 | 4 | 0.3 | -2 | 2 | 97 | 0 | -5 | 22 | 2.5
Cc1cc(C)n2nc(C)c(-c3ccccc3)c2n1 | 2 | -4 | 0.0 | 2 | -33 | 98 | -5 | -1 | -6 | 0.0
CCn1c(SCc2cccc(F)c2)nc2c(c1=O)SCC2 | -1 | -19 | -0.7 | 0 | -1 | 91 | -5 | -2 | -1 | 1.0
COc1ccc(NC(=S)NC(NC(=O)CCl)C(Cl)(Cl)Cl)c([N+](=O)[O-])c1 (centres undefined) | · | -4 | -0.7 | 12 | 7 | 103 | -6 | -1 | 1 | 0.1
Clc1cccc(Sc2ccc(-c3ccccn3)s2)c1 | -3 | 4 | 0.0 | 0 | -5 | 98 | -2 | 1 | -15 | 0.0
C=C1C[C@H](O[C@@H]2O[C@H](CO)[C@@H](O)[C@H](O)[C@H]2O)[C@@H]2[C@H](OC(=O)[C@H]2C)[C@H]2[C@H](C)[C@H](O)C[C@@H]12 | -9 | 1 | -2.4 | 1 | -4 | 99 | 3 | 0 | -5 | -0.2
CCOc1ccccc1NC(=O)CCCc1nc2ccccc2c(=O)[nH]1 | -8 | 12 | -1.1 | -3 | 7 | 91 | 7 | -1 | 2 | -0.3
COc1ccc2[nH]c(=O)c(CN(Cc3nnnn3Cc3ccco3)C3CCCCC3)cc2c1 | -5 | 1 | 3.3 | 1 | · | 99 | 44 | 2 | -2 | 1.0
CCOC(=O)[C@]12CCC=C1N(Cc1ccccc1)C(=O)[C@H](CC(=O)NCC1CCCCC1)C2 | -4 | · | 0.3 | · | · | 98 | · | -2 | -5 | 0.0
Cn1c(SCC(=O)N/N=C/C=C\c2ccco2)nc2ccccc21 | -4 | -1 | 1.4 | 3 | 0 | 102 | 5 | 2 | 3 | -0.1
O=C1CCN2C=Nc3cccc4ccc1c2c34 | -23 | 11 | -3.7 | 6 | -1 | 101 | 9 | 2 | -3 | -0.1
O=C(c1ccco1)N1CCCSC1=Nc1ccccc1 | -4 | 4 | -1.3 | -2 | 4 | 98 | 2 | 3 | 1 | 0.1
Cc1nn(CC(=O)NCc2ccccc2F)c(C)c1[N+](=O)[O-] | -4 | 1 | 0.5 | 1 | 8 | 103 | 5 | -1 | -4 | -0.3
CN(C)S(=O)(=O)c1cc(C(=O)NCc2ccccc2)c(Cl)cc1Cl | -1 | 1 | 2.2 | -2 | -2 | 99 | -7 | -3 | 1 | 0.4
NCCOc1ccc(C2CCCCC2)cc1 | -3 | 2 | 0.3 | -3 | -2 | 101 | 0 | 1 | 3 | -0.3
CCOC(=O)c1c(C)[nH]c(C)c1S(=O)(=O)N(C)CC(=O)NCc1ccc(C)cc1 | -5 | -2 | -0.1 | -2 | -4 | 101 | 3 | 4 | -1 | 0.2
Cc1ccccc1NNC(N)=S | -3 | 2 | -0.5 | 1 | -4 | 92 | 2 | -4 | 2 | 0.0
COc1ccc2cc(-c3ccon3)ccc2c1 | -4 | -2 | 0.2 | 1 | 4 | 96 | -9 | -1 | 4 | 0.1
Cc1nn(CC(=O)Nc2cccc(S(N)(=O)=O)c2)c(C)c1[N+](=O)[O-] | -5 | -7 | -0.6 | -7 | 0 | 101 | 1 | 5 | 2 | -0.1
CCN1C(=O)[C@@H]2[C@@H](c3ccc(-c4ccc(OC)cc4)c(OC)c3)N3CCC[C@@]3(C(=O)OC)[C@@H]2C1=O | -10 | 2 | -2.7 | 1 | -1 | 98 | 18 | -3 | 0 | 0.5
Nc1[nH]n(-c2ccccc2)c(=O)c1N=Nc1ccc2ncsc2c1 | 2 | 5 | -0.1 | 0 | -5 | 88 | 47 | 0 | -2 | -0.5

Complete entries from above. Order of screens: CaV13 ICDI inh	PDI turbidity	iPSC survival up	Glyco luc inh	Vif imaging	ABCB6 inh MLPCN	Cardio protect	HTR2A ag	Granule exo inh	aDG glyco up
Cc1nn(CC(=O)Nc2cccc(S(N)(=O)=O)c2)c(C)c1[N+](=O)[O-] across the screens: -5	-7	-0.6	-7	0	101	1	5	2	-0.1
CCn1c(SCc2cccc(F)c2)nc2c(c1=O)SCC2 across the screens: -1	-19	-0.7	0	-1	91	-5	-2	-1	1.0
COc1ccc(NC(=S)NC(NC(=O)CCl)C(Cl)(Cl)Cl)c([N+](=O)[O-])c1 (centres undefined) across the screens: ·	-4	-0.7	12	7	103	-6	-1	1	0.1
CC1CCN(CCCOc2ccc(Cl)cc2Br)CC1 across the screens: -2	4	0.3	-2	2	97	0	-5	22	2.5
CCC(C)Oc1nc2c(c(=O)n(C)c(=O)n2C)n1C (centres undefined) across the screens: -8	-8	-0.1	1	-2	98	-4	17*	-7	0.3

Further structures follow:
SMILES | CaV13 ICDI inh | PDI turbidity | iPSC survival up | Glyco luc inh | Vif imaging | ABCB6 inh MLPCN | Cardio protect | HTR2A ag | Granule exo inh | aDG glyco up
CCOc1ccc(Cc2n[nH]c(=S)n2N)cc1 | -4 | 6 | -1.6 | 1 | -2 | 91 | -2 | 2 | 3 | -0.1
Cc1ccc(Nc2nc(CSc3n[nH]c(N)n3)cs2)cc1 | -2 | 2 | -0.7 | -10 | -1 | 99 | -15 | -5 | 0 | -0.1
CCCCSc1nc2[nH]ncc2c(=O)[nH]1 | -3 | 10 | 1.9 | 1 | 1 | 95 | -3 | 3 | -4 | 0.3
N/C(=N\OC(=O)Cc1ccccc1[N+](=O)[O-])c1ccncc1 | -3 | 14 | -0.7 | 0 | 12 | 97 | -2 | 8 | 4 | -0.2
Cc1ccc(SCC(=O)NCc2ccc(F)cc2)cc1 | -4 | -3 | -0.3 | 1 | 5 | 95 | 0 | 1 | 1 | -0.1
Cc1cccc(NC(=O)C2CCN(S(=O)(=O)c3ccc4c(c3)NC(=O)CO4)CC2)c1C | -2 | 2 | -0.6 | 0 | 11 | 99 | 0 | -2 | -1 | 0.0
O=C(NCCCN1CCOCC1)c1ccccc1N1C(=O)[C@@H]2Cc3c([nH]c4ccccc34)C(c3ccccc3)N2C1=O (some centres undefined) | · | · | -1.2 | 0 | -12 | 97 | 28 | -7 | 5 | 0.0
Cc1ccc(S(=O)(=O)N(CC(O)CN2C(=O)NC(C)(C)C2=O)c2ccccc2)cc1 (centres undefined) | -5 | -3 | 8.6 | -2 | 2 | 106 | 0 | 8 | -5 | 0.1
CN1CCCN(C(=O)c2cccc(Cl)c2)CC1 | -4 | 4 | -0.1 | 0 | 1 | 106 | 2 | 4 | 0 | -0.1
O=C(COC(=O)c1nc(Cl)ccc1Cl)Nc1cccc(S(=O)(=O)N2CCOCC2)c1 | -2 | -2 | 0.3 | 4 | -1 | 103 | 2 | -11 | 2 | 0.2
O=C(Cc1c[nH]c2ccccc12)N/N=C/c1cccc(F)c1 | -4 | 5 | -1.8 | -1 | -14 | 90 | -4 | -4 | 7 | 0.3
CC(C)(C)OC(=O)[C@H](Cc1ccccc1)NC(=O)c1ncn2c1c(=O)[nH]c1ccc(Br)cc12 | -5 | -7 | 2.6 | -8 | -2 | 90 | 14 | -2 | -9 | -0.1
COc1ccccc1C1=NN(C(=O)c2ccccc2)C(c2ccc(Br)cc2)C1 (centres undefined) | -4 | -7 | -0.4 | -5 | -3 | 76 | -2 | -4 | 20 | 0.2
CN(C)S(=O)(=O)N1CCC(Oc2ccc(C(=O)NC3CCOC(C)(C)C3)cc2)CC1 (centres undefined) | -3 | 1 | -0.4 | 0 | -4 | 100 | -2 | -6 | 7 | -0.2
O=C(CSc1nccc(=O)[nH]1)Nc1cc(C(F)(F)F)ccc1N1CCOCC1 | -5 | 0 | -0.2 | 4 | -2 | 95 | 2 | -3 | -14 | -0.3
Fc1ccccc1N1CCN(c2ncnc3nc[nH]c23)CC1 | 2 | -2 | -0.6 | -2 | 0 | 100 | -2 | 0 | -2 | 0.4
O=C(CN1CCN(S(=O)(=O)c2cccc(Cl)c2)CC1)N1CCCCC1 | -5 | 6 | 7.9 | -1 | 27 | 94 | -4 | 1 | 9 | 0.1
Cc1cccc(NC(=O)Nc2ccncc2)c1 | -8 | 11 | -2.9 | 2 | -9 | 99 | 0 | -6 | 5 | 0.1
Cc1cccc(C)c1OCc1cc(C(=O)N2CCCCCCC2)no1 | -5 | 3 | 0.6 | 1 | 9 | 97 | -5 | 2 | -2 | 0.4
CCCC(=O)Nc1ccc(S(=O)(=O)N2CCC(c3nc4ccccc4[nH]3)CC2)cc1 | -6 | 1 | 0.8 | 1 | 1 | 100 | 0 | -10 | 6 | -0.2
CCOc1cc(/C=N/NC(=O)C(=O)NCc2cccnc2)ccc1O | -5 | 2 | 1.2 | 1 | 4 | 98 | -6 | 2 | -2 | -0.3
CCC1=NN(C(=O)c2cccc([N+](=O)[O-])c2)C(O)(c2ccc(C)cc2)C1 (centres undefined) | -20 | -9 | -0.1 | 2 | -3 | 99 | 11 | -4 | 18 | -0.2
CC(C)CCNC(=O)NC(=O)COC(=O)c1cc(S(=O)(=O)N2CCOCC2)ccc1N1CCCCC1 | -4 | 4 | 0.0 | 0 | 10 | 95 | -9 | -2 | -5 | -0.3
CCN(CC(=O)Nc1cc(Cl)ccc1C)C(=O)Cc1ccsc1 | -5 | -5 | -0.6 | 0 | 11 | 96 | 12 | -2 | 1 | 0.1
CCCCC(=O)NC(=S)Nc1cccc(NC(=O)c2ccccc2)c1 | -6 | -3 | -0.3 | 1 | 0 | 89 | -4 | -5 | -1 | 0.2
CCC1CCCCN1S(=O)(=O)c1ccc(NC(=O)c2nc(S(C)(=O)=O)ncc2Cl)cc1 (centres undefined) | -15 | 12 | 6.8 | -24 | -20 | 62* | -19 | -11 | 30 | -0.7
CC(=O)c1cccc(-n2nnnc2SCC(=O)Nc2ccccc2N2CCCCC2)c1 | · | 2 | 2.8 | -4 | -19 | 111 | 1 | -2 | -4 | 1.2
CCOc1ccc(C(=O)NCCN(C)C)cc1 | · | 5 | 2.6 | -2 | 7 | 101 | -1 | -5 | 1 | 0.3
O=S(=O)(Cc1ccccc1)N1CCCC(c2nc(-c3ccc(F)cc3)no2)C1 (centres undefined) | -8 | 3 | 3.7 | 0 | 2 | 96 | -6 | -1 | 2 | 0.3

Looked up above.
COc1ccccc1C1=NN(C(=O)c2ccccc2)C(c2ccc(Br)cc2)C1 (centres undefined) in Granule exo inh: 20
CCCC(=O)Nc1ccc(S(=O)(=O)N2CCC(c3nc4ccccc4[nH]3)CC2)cc1 in aDG glyco up: -0.2
